Screening results (PubChem)
LANA_DNA_inh = inhibitors of KSHV LANA C-terminal domain DNA binding. MBP-C-LANA/FAM-LBS DNA binding, fluorescence polarization. inhibition, % at 9 µM. 340,000 compounds, 0.078% hits. AID 504423;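 active = highest replicate inhibition at or above 60% at 9 µM, even if other replicates fall short; inactive = all replicates below 60% inhibition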;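 also: 0% = neutral control wells and 100% = 4 µM acridine orange control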
DAGLB_inh = diacylglycerol lipase beta (human) inhibition. Q8NCG7. HEK293T DAGLB membrane lysate, EnzChek fluorogenic substrate. inhibition, % at 5.17 µM. 340,000 compounds, 0.059% hits; in the data active = inhibition above about 34%;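 also: 0% = enzyme with vehicle and 100% = wells lacking enzyme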
V-ATPase_pH = yeast V-ATPase proton transport regulation by pHLuorin | S. cerevisiae, pHLuorin cytosolic pH fluorescence | response, % at 10 µM | 350,000 compounds, 0.37% hits | AID 504577; in the data active = response mostly above about 7.3%, no sharp cut-off; inactive = mostly below about 5.4%; also: actives read high; inactives centre near 0; some compounds called inactive have numbers as strong as hits; reference of the scale not given here
CAL_PDZ_FP-1 = inhibitors of human CAL PDZ peptide binding | purified CAL PDZ, TMR-peptide fluorescence polarization, 1 h | inhibition, % at 20 µM | 330,000 compounds, 0.02% hits | AID 504414;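 active = highest replicate inhibition of at least 40%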;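 also: plate controls were DMSO neutral control wells for no effect and unlabeled competitor peptide control wells for full effect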
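material = purified tagged CAL PDZ domain construct (CerCALP) | compound dosing = 20 µM, one dose | times = 1 h at RT | measured by = fluorescence polarization from S- and P-plane intensities, G-factor corrected | read-out = inhibition from polarization loss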
Pemphigus_Ab_inh = inhibitors of pemphigus antibody binding to human desmoglein-3; binding (percent of control), % at 10 µM; P32926; DSG3-coupled beads, scFv-anti-DSG3-GFP binding, flow cytometry; stronger effect = lower value; 310,000 compounds, 0.48% hits;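 active = binding more than 3 SD below its plate's average and above zero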; also: some compounds called inactive have numbers as strong as hits
Keap1-Nrf2_PPI = disrupts human Keap1 binding to Nrf2 peptide | inhibition, % at 9.4 µM | 340,000 compounds, 0.15% hits | Keap1 Kelch-Nrf2 peptide fluorescence polarization, 1536-well | AID 504523; in the data active = inhibition above about 12%;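 also: human Keap1 Kelch domain with fluorescein labeled Nrf2 9mer peptide probe; 0% = neutral control wells and 100% = peptide positive control; higher means more block of Keap1 binding to Nrf2 peptide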
Target sequence (Q14145 whole entry, looked up, the tested form may be a part): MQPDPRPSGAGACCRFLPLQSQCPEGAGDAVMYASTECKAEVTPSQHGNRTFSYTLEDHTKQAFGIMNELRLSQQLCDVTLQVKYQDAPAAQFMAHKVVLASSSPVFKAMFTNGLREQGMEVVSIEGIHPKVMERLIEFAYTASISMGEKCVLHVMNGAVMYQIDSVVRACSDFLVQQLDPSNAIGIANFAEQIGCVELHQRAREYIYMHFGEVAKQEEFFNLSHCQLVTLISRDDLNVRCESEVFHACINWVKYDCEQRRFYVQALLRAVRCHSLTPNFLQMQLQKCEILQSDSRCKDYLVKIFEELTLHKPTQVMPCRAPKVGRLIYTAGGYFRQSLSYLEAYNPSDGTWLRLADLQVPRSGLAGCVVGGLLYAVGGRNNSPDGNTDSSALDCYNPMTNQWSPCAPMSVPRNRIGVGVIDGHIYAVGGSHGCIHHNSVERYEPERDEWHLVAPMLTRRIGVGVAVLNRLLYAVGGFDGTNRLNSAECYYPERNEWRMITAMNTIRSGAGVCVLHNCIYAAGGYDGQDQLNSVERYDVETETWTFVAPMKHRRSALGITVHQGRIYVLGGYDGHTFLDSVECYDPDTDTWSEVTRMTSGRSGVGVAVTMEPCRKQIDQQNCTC
RTF_Ca_sens_inh = cardiac RTF calcium desensitization. P19429+P45379. IANBD-labeled cardiac RTF, Ca2+ fluorescence. inhibition, % at 7.15 µM. 340,000 compounds, 0.12% hits. AID 493244;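 active = inhibition above the mean inhibition of all tested compounds plus 3 SD, cut at about 17% in these data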;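 also: assay run at fixed EC70 calcium of 1.6 mM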
CAL_PDZ_FP-2 = inhibitors of human CAL PDZ peptide binding; Q9HD26; purified CAL PDZ, TMR-peptide fluorescence polarization, 1 h; inhibition, % at 24.9 µM; 300,000 compounds, 0.92% hits; AID 602252;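 active = mean inhibition of at least 30% with at least half of replicates also reaching 30%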;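 also: 0% = DMSO neutral control and 100% = excess unlabeled competitor peptide PRC23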
Arrestin-AP2_inh = human beta-arrestin and AP2 interaction inhibition; FITC-arrestin peptide / GST-AP2 beads, flow cytometry; AP2 beta2 appendage carries R879A mutation; 340,000 compounds, 0.31% hits; inhibition, % at 10 µM;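 active = inhibition above a set limit, near 3 SD of compounds lacking own fluorescence, cut at about 54% in these data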;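 also: plate controls were DMSO wells for no effect and 5 µM unlabelled arrestin peptide for full effect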
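System: GST-AP2 R879A glutathione beads; medium: PBS, Tween 20 0.05%, BSA 0.1%; reagent: fluorescein-tagged arrestin peptide at 50 nM final; schedule: pre-incubation 12 min, peptide binding 1 h, room temperature; detection: flow cytometry, FL1 (488/535 nm); read-out: inhibition as reduced fluorescein signal on beads, percent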
The depositor's hits bear a star. This is a subset. The share of hits here may be higher or lower than overall.

SMILES LANA_DNA_inh DAGLB_inh V-ATPase_pH CAL_PDZ_FP-1 Pemphigus_Ab_inh Keap1-Nrf2_PPI RTF_Ca_sens_inh CAL_PDZ_FP-2 Arrestin-AP2_inh
O=C(CCN1CCN(CCO)CC1)N1c2ccccc2Sc2ccc(C(F)(F)F)cc21 -2.2 1.8 -0.8 -0.8 87.7 -3.2 0.6 -3.3 -3.1
